GLP1R inv ag: inverse agonists of human GLP-1 receptor. 410,000 compounds, 1.6% hits. HEK293 GLP-1R CRE-luciferase, luminescence, 24 h; GLP-1R form is constitutively active. P43220. Potency, µM (top dose mostly 38.3 µM), for inactives: top-dose activity change, negative = inhibition, most hits filed as inhibitors. AID 624417; note: potency is the fitted concentration of half-maximal effect; % is set by controls: 0 for no effect and ±100 for the full control effect; nearly all actives have a fitted effect of over 55% in size
Target sequence (P43220 whole entry, looked up): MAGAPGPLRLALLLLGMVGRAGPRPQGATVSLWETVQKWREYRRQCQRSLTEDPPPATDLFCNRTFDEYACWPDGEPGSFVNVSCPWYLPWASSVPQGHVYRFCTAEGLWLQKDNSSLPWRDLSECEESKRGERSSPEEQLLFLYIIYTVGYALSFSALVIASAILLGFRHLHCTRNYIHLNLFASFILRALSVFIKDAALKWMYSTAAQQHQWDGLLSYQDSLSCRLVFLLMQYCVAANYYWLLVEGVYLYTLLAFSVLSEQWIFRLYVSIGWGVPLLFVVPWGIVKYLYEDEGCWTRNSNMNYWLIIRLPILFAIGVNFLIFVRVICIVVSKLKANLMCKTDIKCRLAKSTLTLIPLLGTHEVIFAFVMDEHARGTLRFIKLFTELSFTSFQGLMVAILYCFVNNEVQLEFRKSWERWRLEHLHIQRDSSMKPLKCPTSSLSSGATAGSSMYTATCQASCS
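Inverse agonists were sought by their lowering of basal cAMP reporter luciferase output in HEK293 cells stably carrying constitutively active human GLP-1R, after 24 h compound treatment.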
PTHR1 agonist: activates the human parathyroid hormone receptor PTHR1; Q03431; HEK293 GP2 PTHR1 cells, GloSensor cAMP luminescence, 1 h; Potency, µM (top dose mostly 115 µM), for inactives: at the top dose activation, usual class: activators; 410,000 compounds, 0.075% hits; AID 743266; note: potency is the fitted concentration of half-maximal effect; nearly all actives have a fitted effect of over 55% in size; some results filed as inactive show a strong effect at the top dose; inactives centre near -15; many of its hits are not listed in these tables
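HEK-293-derived GP2 cells expressing PTHR1 and a GloSensor cAMP reporter, 3,000/well, plated overnight, given luciferin plus IBMX (each 0.5 mM as added) for 1 h at 37 °C, then compound for 1 h at 37 °C. Luminescence was read after 15 min at room temperature.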
PI5P4K alpha inh: blocks human PI5P4K alpha kinase activity; 330,000 compounds, 1.2% hits; max response, %; PI5P4Kalpha enzyme, ADP-Glo luminescence, 60 min; stronger effect = lower value; AID 652105; active = max response of -50% or lower; inconclusive = between -30% and -50%; inactive = -30% or higher; note: value at the top dose of about 77 µM; % is set by controls: 0 for no effect and ±100 for the full control effect
Target sequence (P48426 whole entry, looked up): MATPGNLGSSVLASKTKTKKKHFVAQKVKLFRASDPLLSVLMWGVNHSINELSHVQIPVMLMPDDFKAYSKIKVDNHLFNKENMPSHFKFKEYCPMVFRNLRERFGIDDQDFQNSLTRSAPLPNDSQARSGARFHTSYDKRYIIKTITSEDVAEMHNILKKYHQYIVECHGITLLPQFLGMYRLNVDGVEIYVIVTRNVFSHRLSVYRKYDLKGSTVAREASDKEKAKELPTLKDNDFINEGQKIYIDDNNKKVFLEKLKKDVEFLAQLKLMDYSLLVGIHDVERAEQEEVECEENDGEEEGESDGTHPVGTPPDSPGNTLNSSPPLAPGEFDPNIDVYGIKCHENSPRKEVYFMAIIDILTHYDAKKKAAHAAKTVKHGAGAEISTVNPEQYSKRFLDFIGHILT
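Quantitative HTS of the MLSMR library against PI5P4Kalpha with substrate. ATP added last at 5 microM final; room temperature, 60 minutes. Remaining ATP depleted, ADP converted and read as luminescence.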
EPAC1 agonist: EPAC1 (human) agonism | AID 720707 | O95398 | EPAC1 agonist qHTS, biochemical assay; response scale: 100% = response to 6.5 mM cAMP | Potency, µM (titrated, usually from 154 µM), for the others: at the highest dose activation, hits mostly activators | 360,000 compounds, 0.073% hits; note: potency is the fitted concentration of half-maximal effect; nearly all actives have a fitted effect of over 60% in size
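Fluorescent GDP-exchange assay: 100 nM EPAC1 with 250 nM Rap1B preloaded with BODIPY-GDP and 50 uM GDP; compounds tested as concentration series, 5 min at room temperature, then read every 5 min for 30 min (ex 480/em 540 nm); normalized to 6.5 mM cAMP.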
IL-2 act: activators of IL-2; IL-2 activation reporter assay, cell-based qHTS; stimulated with anti-CD3/CD4/CD28 beads; in transgenic mouse T cells; activation, % (series mostly up to about 46 µM); 360,000 compounds, 0.065% hits; in the data active = activation above about 50%; inconclusive = mostly about 30% to 49%; note: 0% is about no effect
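EGFP and DsRed fluorescence is measured by plate cytometry in unstimulated transgenic mouse T cells exposed to compound for 60 minutes, then stimulated 18 hours at 37 degrees C with anti-CD3/anti-CD4 beads plus anti-CD28.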
GLP1R ag: agonists of human GLP-1 receptor; HEK293 GLP-1R CRE-luciferase, luminescence, 4-6 h; cells express a hypersensitive GLP-1R form; Potency, µM (titrated, usually from 45.6 µM), for inactives: at the top dose activation, hits mostly activators; 380,000 compounds, 0.007% hits; AID 624172; note: potency is the fitted concentration of half-maximal effect; % of control where 0% means no effect
GLP1R cytotox: cytotoxicity counter-screen for GLP-1 receptor inverse agonists; HEK293 cAMP-luciferase reporter cells, luminescence, 24 h; Potency, µM (series often up to 38.3 µM), for the others: at the top dose activity change, negative = inhibition, usual class: inhibitors; 410,000 compounds, 0.13% hits;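 note: loss of luciferase light is scored as toxicity; potency is the fitted concentration of half-maximal effect; % is set by controls: 0 for no effect and ±100 for the full control effect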
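Quantitative HTS format, 1536 wells, 200 cells/uL seeded. Compounds: 23 nL, 24 h, 37 °C. Detection: luciferase reagent, luminescence at 12 min RT; decreased signal taken as cytotoxic.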
EPAC1 antagonist: antagonists of human EPAC1 | 360,000 compounds, 0.14% hits | EPAC1 GEF assay, Rap1b-BODIPY-GDP exchange fluorescence | Potency, µM (titrated, usually from 115 µM), inactives show top-dose activity change, negative = inhibition, hits mostly inhibitors | AID 720709 | O95398;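 note: potency is the fitted concentration of half-maximal effect; plate controls were vehicle for no effect and positive control for full effect; nearly all actives have a fitted effect of over 50% in size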
PLK1 PBD inh: blocks phosphopeptide binding to human PLK1 polo-box domain | Plk1 PBD binding of FITC phosphopeptide, fluorescence polarization | Potency, µM, for the others: max response, negative = inhibition, most hits filed as inhibitors | 360,000 compounds, 2.8% hits | AID 720504; note: potency is the fitted concentration of half-maximal effect; series mostly up to about 57 µM; % is set by controls: 0 for no effect and ±100 for the full control effect; nearly all actives have a fitted effect of over 65% in size
An asterisk follows results filed as active; i = inactive; ? = inconclusive; . = not tested or not shown; [ ] = dose if it differs, or a comment. Unless noted, calls come from the whole dose curve; as a rule, active = well fitted curve in the direction sought with a large enough effect; inconclusive = small, poorly fitted or top-dose-only effect, or another doubt; inactive = no such curve, though single readings can be large; an effect the other way counts as inactive or inconclusive. Not all compounds are listed; count on the stated rates, not on these rows.

SMILES | GLP1R inv ag | PTHR1 agonist | PI5P4K alpha inh | EPAC1 agonist | IL-2 act | GLP1R ag | GLP1R cytotox | EPAC1 antagonist | PLK1 PBD inh
O=C(c1n[nH]c(=O)c2ccccc12)N1CCN(c2ccccc2)CC1 | 13.7% | -82.5%[inhibitor] | 1.8 | -1.1% | 0.2 | 3.3% | 22.2% | -3.6% | -15.6%
COc1ccc(-n2nnnc2CNC(=O)C2CC(=O)N(c3ccc(Cl)cc3)C2)cc1 (stereo not drawn) | -5.6% | i | 0.6 | 5.4% | 4.9 | 6.4% | -8.8% | -4.5% | 2.3%
Nc1[nH]c(N=NC(=O)c2ccccc2O)c2ccccc12 | 0.0% | -12.0% | -1.3 | -7.1% | -3.9 | 3.6% | -2.4% | 3.9% | -8.0%
CC(NC(=O)c1ccc(Br)s1)c1ccncc1 (stereo not drawn) | -0.4% | -43.1%[inhibitor] | 1.7 | 9.1% | -3.1 | 2.1% | -2.5% | ? | 0.0%
COc1ccc(C(=O)Nc2nnc(S(=O)(=O)Cc3ccccc3)s2)cc1 | 3.7% | -7.2% | -1.2 | 6.6% | -2.5 | -3.4% | 0.4% | -13.8% | -17.8%
CCc1ccc(OCC(=O)Nc2cccc3c2CCCC3)cc1 | ? | -62.9%[inhibitor] | 5.5 | -17.9% | 1.8 | 3.5% | 0.4% | -3.0% | -7.0%
CC1CCN(c2nc(Cl)nc(Nc3ccc([N+](=O)[O-])cc3)n2)CC1 | -7.0% | -35.1%[inhibitor] | 11.4 | 3.8% | -5.5 | -2.0% | 3.5% | -10.5% | -3.1%
COc1ccc(CC(=O)OCCN(C)C)cc1 | 26.3% | i | -2.0 | -4.0% | -1.9 | 3.9% | -0.3% | 12.7% | -1.1%
COc1ccccc1NC(=O)c1ccccc1C(=O)O | -1.8% | i | 2.3 | 1.9% | -1.6 | -1.3% | 12.1% | -6.1% | -17.6%
Cc1cccc(NC(=O)Cn2c(O)c(N=NC(=O)c3ccncc3)c3ccccc32)c1 | 10.4% | -16.6% | -6.1 | -0.3% | 2.1 | -0.1% | -21.5% | 0.5% | 0.1%
C=CCN(CC=C)Cc1c(C)[nH]c2c(C)c(C)ccc2c1=O | -17.3%[7.66 µM] | i | 3.3 | -10.1% | 0.2 | 6.8% | -7.3%[7.66 µM] | 10.0% | -3.4%
COc1ccc(-c2nc3ccc(Cl)cn3c2Cc2ccc(C)cc2)cc1OC | 15.8% | -27.4% | -0.9 | 4.1% | -0.9 | 26.8% | -14.6% | -5.6% | -3.9%
COc1cc(C(=O)NCc2ccncc2)cc(Br)c1OCc1ccccc1 | ? | -44.7%[inhibitor] | 9.2 | 12.6% | -4.3 | 17.5% | 2.6% | ? | -15.6%
CC(C)NCCCOc1ccc(C(C)(C)c2ccccc2)cc1 | ? | i | 0.4 | 7.0% | -0.6 | 3.9% | 27.8% | -4.1% | -5.3%
COc1cc(C)ccc1OCC(=O)NC1CCCCCC1 | ? | i | -2.7 | 2.1% | 0.3 | 10.7% | 2.2% | -13.4% | 0.7%
CCn1c(=O)c(C(=O)NCCN2CCCCC2)c(O)c2ccccc21 | 2.82µM* | -21.2%[57.5 µM] | -1.3 | 0.0% | -0.3 | 3.2% | ? | -9.0% | 3.0%
CCOc1ccc(NC(=O)c2cn(CC(C)C)c(=O)c3c2c2ccccc2n3C)cc1 | 12.8% | i | -2.1 | 4.0% | -0.3 | -6.2% | 9.9% | -3.8% | -8.7%
COc1ccccc1NC(=O)CN1CCN(CC(=O)Nc2ccc3c(c2)OCO3)CC1 | -6.0% | i | 7.1 | 6.9% | 0.0 | -3.5% | -24.0% | 5.1% | -6.1%
Cn1c(SCC(=O)NC2CCCCC2)nnc1-c1cccnc1 | -1.8% | i | 0.3 | 4.1% | 0.1 | -0.3% | -7.7% | 20.0% | -2.4%
CC(=O)N1CCN(C(=O)C2(NC(=O)Nc3cccc(F)c3)CCCCC2)CC1 | 6.4% | i | -11.4 | 3.6% | -0.6 | 5.6% | 0.4% | 2.1% | 7.3%
CCC(=O)Nc1ccccc1C(=O)N1CCN(Cc2ccccc2)CC1 | 16.4% | -3.3% | -4.2 | 16.9% | -0.2 | 2.0% | -0.5% | -2.6% | -8.5%
CCN(CC(=O)NCc1ccc(Cl)cc1)C(=O)CSc1ccc(Br)cc1 | 6.31µM* | -42.5%[inhibitor] | 14.1 | 15.0% | -3.9 | 0.0% | 3.8% | -12.4% | -7.2%
CCN(CC)CCC(=O)N1c2ccccc2CCc2ccc(NC(=O)OC(C)C)cc21 | ? | -38.5%[inhibitor] | 1.6 | 3.8% | 0.6 | 14.4% | -4.3% | 0.7% | 1.8%
CCOC(=O)N1CCN(C(=O)CCNS(=O)(=O)c2cc(Br)cnc2N)CC1 | -2.7% | -11.2% | -4.9 | 6.6% | -3.4 | -4.3% | 8.9% | 17.3% | -6.2%

Ordered by SMILES length (ascending): part of the list above
SMILES | GLP1R inv ag | PTHR1 agonist | PI5P4K alpha inh | EPAC1 agonist | IL-2 act | GLP1R ag | GLP1R cytotox | EPAC1 antagonist | PLK1 PBD inh
CC(C)NCCCOc1ccc(C(C)(C)c2ccccc2)cc1 | ? | i | 0.4 | 7.0% | -0.6 | 3.9% | 27.8% | -4.1% | -5.3%
CCOC(=O)N1CCN(C(=O)CCNS(=O)(=O)c2cc(Br)cnc2N)CC1 | -2.7% | -11.2% | -4.9 | 6.6% | -3.4 | -4.3% | 8.9% | 17.3% | -6.2%
COc1ccccc1NC(=O)CN1CCN(CC(=O)Nc2ccc3c(c2)OCO3)CC1 | -6.0% | i | 7.1 | 6.9% | 0.0 | -3.5% | -24.0% | 5.1% | -6.1%

Next compounds:
SMILES | GLP1R inv ag | PTHR1 agonist | PI5P4K alpha inh | EPAC1 agonist | IL-2 act | GLP1R ag | GLP1R cytotox | EPAC1 antagonist | PLK1 PBD inh
COc1ccc(CCNC(=S)Nc2cc(C)ccc2C)cc1 | ? | i | 0.4 | -0.1% | -0.5 | -0.8% | ? | -1.2% | -3.7%
CC1CCN(C(=O)CSc2nc3c(c(=O)n(C)c(=O)n3C)n2C)CC1 | 3.8% | i | 1.2 | 6.4% | -1.8 | 9.6% | 0.9% | -10.4% | -5.0%
Cc1ccc(C(=O)N2CCOCC2)cc1Cl | 6.1% | -10.0%[57.5 µM] | 7.5 | -4.8% | -0.4 | -7.8% | -2.6% | -4.1% | -11.0%
CN(C)c1cc(-c2ccc(Cl)cc2Cl)oc(=O)c1Cl | -21.4% | -65.9%[inhibitor] | -1.3 | -6.0% | -1.0 | -3.1% | 1.7% | -16.7% | -17.8%
Cc1ccc(C(=O)N/C(=C\c2ccco2)C(=O)NCCN2CCOCC2)cc1C | 14.0% | i | 2.7 | 2.7% | 1.7 | -13.7% | -2.9% | -9.1% | -14.3%
CCCC(=O)Nc1ccc2nc(SCC(=O)N3CCCC3)sc2c1 | -21.8% | -18.0% | -13.2 | -8.8% | -3.3 | 5.7% | -3.6% | -16.8% | -12.1%
CC(/C=C1\SC(=S)N(NC(=O)c2ccncc2)C1=O)=C\c1ccccc1 | -8.9% | -5.5% | -16.3 | 9.1% | -2.7 | -0.6% | ? | -11.1% | -23.2%
CCOC(=O)C1(Cc2cccc(OC)c2)CCCN(Cc2cc(C(C)C)n[nH]2)C1 (stereo not drawn) | ? | i | 4.2 | 0.3% | -0.2 | 2.0% | -3.1% | 5.7% | -8.6%
Cc1cc(NC(=O)c2ccccc2)no1 | -0.3% | i | 2.1 | 10.4% | -1.3 | 1.7% | -2.5% | -5.3% | -0.4%
O=C(COC(=O)c1cnccn1)Nc1cc(S(=O)(=O)N2CCOCC2)ccc1Cl | 14.7% | i | -20.1 | 1.3% | -2.3 | -1.9% | 7.3% | -5.4% | 4.3%
O=C(CSc1nnc(CNC(=O)c2ccccc2)o1)Nc1ccc2c(c1)OCCO2 | 21.5% | -52.1%[inhibitor] | 0.1 | -4.2% | -6.0 | 5.1% | 2.8% | 8.8% | -17.4%
O=C(CSc1nc2ncccc2[nH]1)c1cccc([N+](=O)[O-])c1 | 10.6% | i | -14.1 | -0.1% | -0.6 | -1.5% | -1.4% | -8.5% | -6.0%
CCC(C(=O)Nc1nnc2n1CCS2)c1ccccc1 (stereo not drawn) | 16.0% | i | . | . | . | -4.5% | 16.7% | . | .
CCOc1ccc(OCCCC(=O)ON=C(N)c2ccccc2C)cc1 | ? | -19.5% | 13.7 | 0.2% | -1.0 | -4.4% | -0.7% | 3.1% | 0.6%
Cc1ccccc1OCC(=O)N1CCCCCCC1 | -27.9% | i | -3.4 | -1.1% | 0.0 | -6.4% | 4.4% | -12.9% | -5.8%
Cn1nccc1C(=O)OCC(=O)Nc1nc(-c2ccccc2)cs1 | 14.4% | ? | . | 11.4% | -1.8 | -8.2% | -3.3% | 13.2% | -10.3%
O=C(Cc1ncc(C(F)(F)F)cc1Cl)N1CCN(c2ccc(F)cc2)CC1 | -20.4% | -10.3%[57.5 µM] | 0.0 | 1.9% | -2.8 | -1.6% | 0.5% | 12.6% | -12.6%
Cc1ccc(C(C[N+](=O)[O-])c2c(C)cc3ccccn23)cc1 (stereo not drawn) | ? | -29.5% | 3.1 | -5.5% | -1.0 | -4.3% | -2.1% | -7.5% | -12.4%
Nc1cc(-c2ccccc2)nn1Cc1ccccc1 | -20.9% | -0.6% | 0.5 | -6.0% | 2.1 | 1.8% | -6.0% | -27.4% | -12.0%

Part of the list above, with two lines to a compound:
Values run as follows: GLP1R inv ag | PTHR1 agonist | PI5P4K alpha inh | EPAC1 agonist | IL-2 act | GLP1R ag | GLP1R cytotox | EPAC1 antagonist | PLK1 PBD inh
Cc1ccc(C(C[N+](=O)[O-])c2c(C)cc3ccccn23)cc1 (stereo not drawn)
→ ? | -29.5% | 3.1 | -5.5% | -1.0 | -4.3% | -2.1% | -7.5% | -12.4%
CCOc1ccc(OCCCC(=O)ON=C(N)c2ccccc2C)cc1
→ ? | -19.5% | 13.7 | 0.2% | -1.0 | -4.4% | -0.7% | 3.1% | 0.6%
